Screens: PubChem, several laboratories
ERb SRC1 inh – ER-beta (human) coactivator binding inhibition. Q92731. TR-FRET ER-beta LBD / SRC1-Cy5 peptide binding; receptor agonist-loaded with 1 µM estradiol. inhibition, % at 25.6 µM. hit rate 1.3% among 86,000;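 active = compounds whose percent inhibition of the receptor-coactivator binding signal exceeds about 50% in the single-dose screen, limit read from the data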;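 also: 0% = receptor plus peptide wells without compound and 100% = peptide-only wells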
Target sequence (Q92731 whole entry, looked up, the tested form may be a part): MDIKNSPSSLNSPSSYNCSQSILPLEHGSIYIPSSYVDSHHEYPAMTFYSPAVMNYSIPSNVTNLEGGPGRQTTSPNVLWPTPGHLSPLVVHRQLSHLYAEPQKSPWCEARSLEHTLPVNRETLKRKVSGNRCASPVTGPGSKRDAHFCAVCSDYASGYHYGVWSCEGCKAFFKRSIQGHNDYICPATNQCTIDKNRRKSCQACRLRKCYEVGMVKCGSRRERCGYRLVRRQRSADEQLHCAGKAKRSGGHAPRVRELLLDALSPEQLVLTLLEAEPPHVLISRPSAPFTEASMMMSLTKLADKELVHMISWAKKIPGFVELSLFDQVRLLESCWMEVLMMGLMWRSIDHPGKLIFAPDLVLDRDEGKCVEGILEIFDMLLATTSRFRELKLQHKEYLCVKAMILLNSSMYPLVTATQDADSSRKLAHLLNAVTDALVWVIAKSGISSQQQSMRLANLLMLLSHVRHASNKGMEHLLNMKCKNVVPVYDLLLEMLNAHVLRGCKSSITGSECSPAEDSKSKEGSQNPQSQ
Smad3 inh – blocks human Smad3 binding to FoxH1 peptide; P84022; hit rate 0.29% among 88,000; TR-FRET Smad3/Dy647-FoxH1 peptide binding, europium anti-His; inhibition, % at 25 µM;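 active = compounds that reduce the energy-transfer binding signal between the protein and its labelled peptide by more than half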;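 also: 0% = Smad3 plus labelled peptide maximal FRET and 100% = peptide-only background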
Target sequence (P84022 whole entry, looked up): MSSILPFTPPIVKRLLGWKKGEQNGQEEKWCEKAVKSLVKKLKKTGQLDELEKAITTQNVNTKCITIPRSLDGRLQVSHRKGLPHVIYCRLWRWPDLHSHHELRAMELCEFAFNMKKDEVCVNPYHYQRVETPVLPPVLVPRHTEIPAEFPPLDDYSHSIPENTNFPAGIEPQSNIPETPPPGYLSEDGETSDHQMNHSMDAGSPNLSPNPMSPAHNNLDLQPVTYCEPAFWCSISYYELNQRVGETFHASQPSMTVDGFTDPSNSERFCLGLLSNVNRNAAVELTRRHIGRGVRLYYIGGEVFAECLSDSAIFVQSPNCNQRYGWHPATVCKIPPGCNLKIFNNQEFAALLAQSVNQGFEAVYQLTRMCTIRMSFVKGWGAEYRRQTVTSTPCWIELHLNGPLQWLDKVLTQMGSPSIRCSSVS
Candida biofilm – kills Candida albicans biofilms; hit rate 0.14% among 85,000; AID 834; inhibition, % at 6 µM; C. albicans biofilm + clotrimazole, Alamar Blue;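 active = inhibition above 20%; inactive = inhibition below 20%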;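 also: preformed 24 hr biofilms exposed to compound for 48 hr; 0% = biofilm without compound and 100% = blank killed by clotrimazole plus chlorhexidine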
An asterisk follows results filed as active; [ ] = remark or other dose.

compound | ERb SRC1 inh | Smad3 inh | Candida biofilm
CCC(CC)C(=O)NCCc1cc2c(C)ccc(C)c2[nH]c1=O | 2 | 5 | 9
CCCn1c2c(c(O)c(C(=O)Nc3ccccn3)c1=O)CCCC2 | 5 | -8 | 6
CC1(N2CCOCC2)CC2(O)C(=[N+]1[O-])CCc1c2no[n+]1[O-] (centres undefined) | 31 | 6 | 8
O=C(NCc1ccc(Cl)cc1)c1noc2c1CCCCC2 | -10[fluorescence artefact?] | 8[fluorescence artefact?] | 10
COC(=O)c1ccc2c(=O)n(CCN3CCOCC3)c(SCC(=O)c3ccccc3)nc2c1 | 8[fluorescence artefact?] | -5 | 8
CCOC(=O)C1=C(N)OC2=C(C(=O)CCC2)C1c1cccnc1 (centres undefined) | -2[fluorescence artefact?] | 10 | 8
O=C(c1ccc(CSCc2ccccc2F)o1)N1CCN(c2ccc(N3CCOCC3)nn2)CC1 | -4 | 1 | 5
Cc1cc(Nc2ccc(Br)cc2F)n2ncnc2n1 | -7 | 5 | 2
Cc1oc(/N=C/c2c(O)ccc3ccccc23)c(C#N)c1C | 15 | 11 | 3
CC(=O)c1c(COC(=O)c2ccco2)nc2ccccc2[n+]1[O-] | 61* | 17 | -4
CC1(C)CC(=O)C(C=NCCN2CCN(C(=O)C34CC5CC(CC(C5)C3)C4)CC2)=C(O)C1 | 0[fluorescence artefact?] | -11 | 1
CCOC(=O)Cc1csc(NC(=O)COc2ccc(N(C)S(=O)(=O)c3cccs3)cc2)n1 | -1 | -10 | 3
CCCCn1c(SCC(=O)NCC2CCCO2)nc2ccc(N3CCOCC3)cc2c1=O (centres undefined) | -12 | 12 | 7
CCOC(=O)c1ccccc1NCN1C(=O)CSC1=O | 0[fluorescence artefact?] | 4[fluorescence artefact?] | 5
O=C(NCCN1CCOCC1)c1ccc2c(c1)N(Cc1ccc(F)cc1)C(=O)CS2 | 15[fluorescence artefact?] | -9 | 3

(listing goes on)
compound | ERb SRC1 inh | Smad3 inh | Candida biofilm
O=C1C(=O)N(CCCn2ccnc2)C(c2cccnc2)/C1=C(/O)c1ccc(F)cc1 (centres undefined) | -15 | 7 | 6
CCCCC(CC)CNC(=O)CCS(=O)(=O)c1cccc2nsnc12 (centres undefined) | 1[fluorescence artefact?] | 6 | 1
CCN(CC)CCCNC(=O)c1cn(C)c2ccc(S(=O)(=O)N(C)C)cc2c1=O | -2 | 20 | 3
CC1CCN(Cc2ccc(NC(=O)C3CCN(c4nnc(-n5cccc5)s4)CC3)cc2)CC1 | 72*[fluorescence artefact?] | 16 | 2
COc1ccc(C2c3c(oc4c(C)cc(C)cc4c3=O)C(=O)N2Cc2cccnc2)cc1OC (centres undefined) | -2 | 3[fluorescence artefact?] | 1
COc1ccc(OCC(=O)Nc2ccccc2OC)cc1 | -2 | 1 | 7
CCOC(=O)c1cccc(NC(=O)Cn2cc3c(n2)CCC(C)C3)c1 (centres undefined) | 0 | -11 | 6
CC(=O)N1CCc2cc(S(=O)(=O)NCCC(=O)Nc3cccc(C)c3C)ccc21 | 10[fluorescence artefact?] | 5 | 10
CCOC(=O)c1c(C)[nH]c2cc(Br)c(O)cc12 | -10 | 1 | 9
O=C(C1CC1)N1CCc2cc(Br)cc(S(=O)(=O)N3CCN(c4ccccn4)CC3)c21 | -1[fluorescence artefact?] | 2 | 5
CCOc1cc2[nH]c(=S)n(CCCN3CCCC3=O)c(=O)c2cc1OCC | -10 | -1 | 10
Cc1cc(C)nc(N2CCN(c3ncnc4c3cnn4Cc3ccc(Cl)cc3Cl)CC2)n1 | 16 | 4[fluorescence artefact?] | 3
O=C(NCCN1C(=O)C2C3C=CC(C3)C2C1=O)NCc1ccccc1 (centres undefined) | -5[fluorescence artefact?] | -11 | -6
Cc1ccc(N)cc1CN1CCCC1=O | -1 | 3 | 7
O=C1CCCC2=C1C(c1c(Cl)nc3sccn13)C1=C(CCCC1=O)N2 | 15 | 17 | 2

More compounds:
compound | ERb SRC1 inh | Smad3 inh | Candida biofilm
COC(=O)C1=C(C)NC(=O)CC1c1cc2c(cc1Br)OCO2 (centres undefined) | -6 | 4 | 6
COCCCC/C(=N\OCCN)c1ccc(C(F)(F)F)cc1 | 20 | -5 | 1
COc1ccccc1C(=O)n1nc(-c2cccnc2)nc1N | 2[fluorescence artefact?] | 7 | 6
CCc1nccn1S(=O)(=O)c1ccc2ccccc2c1 | -10 | 2 | 3
CC1Oc2ccccc2N(Cc2ccccc2Cl)C1=O (centres undefined) | 8 | -3 | 5
CCC(C(=O)NC(C)CCc1ccco1)n1nc(C)n2c(cc3occc32)c1=O (centres undefined) | -6 | -1 | 9
O=C(c1ccc(NC2=NC3CS(=O)(=O)CC3S2)cc1)N1CCN(C(=O)c2ccco2)CC1 (centres undefined) | 4 | 5 | -3
CNc1sc(C(=O)c2cccs2)c(N)c1-c1nc2ccccc2s1 | 34 | 3 | 5
Cc1cc(Nc2ccc(Br)cc2F)n2nc(C)nc2n1 | -11 | 6 | 5
CCSc1nnc(NC(=O)c2cnccn2)s1 | 15 | -7 | 8
CN1C(=O)c2c(sc3c2CC(C)(C)SC3)N2CCN=C12 | -18 | 12 | 9
CCOC(=O)C1=C(C)NC(=O)NC1c1c(C)nn(-c2ccccc2)c1Cl (centres undefined) | 33[fluorescence artefact?] | 2 | 3
CCc1c(C)nc(N)n2c(SCC(=O)N3CCN(c4ccccc4OC)CC3)nnc12 | 4 | 1 | 6
CCn1cc(C(=O)NCc2ccccn2)c(=O)c2cc(F)c(N3CCN(C)CC3)cc21 | 1[fluorescence artefact?] | 1 | 7
CCOC(=O)CSc1nc2c([nH]c3ccccc32)c(=O)n1C | -3[fluorescence artefact?] | 0 | 5

The results go on.
compound | ERb SRC1 inh | Smad3 inh | Candida biofilm
CC(C)C(c1nnnn1Cc1ccccc1)N1CCc2ccccc2C1 (centres undefined) | -12 | 7 | 8
O=C(Nc1ccc(-c2noc(CCc3ccccc3)n2)cc1)c1cccnc1 | 5[fluorescence artefact?] | -4 | -1
O=C(Oc1ccc2ccccc2c1)c1ccco1 | 1 | -4 | 9
Cc1cnc(C(=O)Nc2ccc(C(=O)N(C)C3CCCCC3)cc2)cn1 | -8 | -1 | 5
COc1cccc(C2C(C(=O)c3ccco3)=C(O)C(=O)N2CCCN2CCOCC2)c1OC (centres undefined) | -9 | 2 | 12
COc1cccc(NC(=O)CSc2nnc(Cn3c(=O)sc4ccccc43)n2C)c1 | 4 | 4 | 12
CCNC(=O)CC(=O)Nc1ccccc1C(=O)O | 12 | -2[fluorescence artefact?] | -3
Cc1noc(NS(=O)(=O)c2ccc(N/C=C/C(=O)c3cccnc3)cc2)c1C | 0 | -1 | 6
Cn1c(SCC(=O)Nc2cc(=O)n(C)c(=O)n2C)nnc1-c1cccs1 | -3 | 5 | 9
Cc1cccc(NC(=O)CS(=O)(=O)c2cn(C)c3ccccc23)c1 | -2 | -8 | -2
Cc1nc2scc(-c3ccccc3)c2c(=O)n1/N=C/c1ccco1 | 9 | -2 | 2
Fc1cccc(Nc2ncnc3c2cnn3-c2ccccc2)c1 | -1 | 1 | 7
Cc1cc(=O)[nH]c2cc(Cl)ccc12 | -6 | 6 | 7
COc1cc(NS(=O)(=O)c2ccc(N)cc2)nc(OC)n1 | -5 | 10 | 6
O=C(Cc1cccs1)N(Cc1ccco1)C1(C(=O)NC2CCCC2)CCCCC1 | -18 | 9 | 1

The results go on:
compound | ERb SRC1 inh | Smad3 inh | Candida biofilm
CSC1=Nc2sc3c(c2C2=NCCN12)CCCC3 | 2 | 5 | 6
O=C(c1cc(F)c(F)cc1Cl)N1CCOCC1 | -6[fluorescence artefact?] | 7 | 4
Cc1noc(C)c1CSc1nc2ccccc2n1C | -4 | 0 | 0
Cc1ccc(Cl)c(Nc2ccccc2C(=O)O)c1Cl | -1 | 7 | 8
COc1cc(CC(NC(C)=O)C(=O)NC2CCN(c3nc(C)cc(C)c3C#N)CC2)cc(OC)c1 (centres undefined) | 1[fluorescence artefact?] | -18 | 6
COc1ccc(C(c2sc3nc(C)nn3c2O)N2CCN(CCO)CC2)cc1OC (centres undefined) | 1 | -2 | 8
CCCCCCn1c(CN2CCCCC2CC)nc2c1c(=O)n(C)c(=O)n2C (centres undefined) | -4 | 1 | 9
COCC(=O)NCCc1nc2ccccc2[nH]1 | -2 | 2 | 6
CC1CN(c2cc(=O)n(-c3ccccc3)c(=O)[nH]2)CC(C)O1 (centres undefined) | -1 | -2 | -5
Clc1ccc(Cc2nnc(-c3ccccc3Br)o2)cc1 | -6 | -2 | 9
CN(C)C(=O)N1CCC(C(=O)NCc2ccccc2)CC1 | 4 | 11 | 5
Cc1cc(C)n(C(=O)c2ccc(C)c(S(=O)(=O)N3CCOCC3)c2)n1 | -10 | 0 | 0
COc1cccc(NC(=O)C2CCCN(S(=O)(=O)c3ccc(-n4cnnn4)cc3)C2)c1 (centres undefined) | -2 | 2 | 3
CCOC(=O)CN1C(=O)NC(C)(c2ccc(OC(F)F)cc2)C1=O (centres undefined) | 6 | -15 | 1
Cc1cc(C)nc(Sc2ccc3nnnn3n2)n1 | -9 | 0 | 4

Sorted by length of the SMILES (low to high): 5 of the compounds above.
compound | ERb SRC1 inh | Smad3 inh | Candida biofilm
Cc1noc(C)c1CSc1nc2ccccc2n1C | -4 | 0 | 0
Cc1ccc(Cl)c(Nc2ccccc2C(=O)O)c1Cl | -1 | 7 | 8
Clc1ccc(Cc2nnc(-c3ccccc3Br)o2)cc1 | -6 | -2 | 9
COc1ccc(C(c2sc3nc(C)nn3c2O)N2CCN(CCO)CC2)cc1OC (centres undefined) | 1 | -2 | 8
Cc1cc(C)n(C(=O)c2ccc(C)c(S(=O)(=O)N3CCOCC3)c2)n1 | -10 | 0 | 0

Looked up one by one from the entries so far (5):
compound | ERb SRC1 inh | Smad3 inh | Candida biofilm
CCCCCCn1c(CN2CCCCC2CC)nc2c1c(=O)n(C)c(=O)n2C (centres undefined) | -4 | 1 | 9
O=C(c1cc(F)c(F)cc1Cl)N1CCOCC1 | -6[fluorescence artefact?] | 7 | 4
Cc1ccc(Cl)c(Nc2ccccc2C(=O)O)c1Cl | -1 | 7 | 8
COc1cc(CC(NC(C)=O)C(=O)NC2CCN(c3nc(C)cc(C)c3C#N)CC2)cc(OC)c1 (centres undefined) | 1[fluorescence artefact?] | -18 | 6
COCC(=O)NCCc1nc2ccccc2[nH]1 | -2 | 2 | 6

The results go on.
Structure,ERb SRC1 inh,Smad3 inh,Candida biofilm
COc1ccc(/C(O)=C2/C(=O)C(=O)N(CCCN(C)C)C2c2cccnc2)cc1 (centres undefined),-11,7,1
CCN(CC)CC(=O)Nc1cc(C)c2c(=O)oc3ccccc3c2n1,-3,-7,9
CCCCCC(C)n1[nH]c(=O)c2c(C)cc(C)nc21 (centres undefined),-4,-2,4
Cc1c(-c2cccs2)[n+](=O)c2c(n1[O-])CCCC2,-3,-3,-9
CC(=O)Nc1ccc(C(=O)CSc2nnnn2C(C)C)cc1,5,3,5
CSc1nc(-c2ccco2)nn1S(=O)(=O)c1ccc(C)cc1,-3,4,10
C=CCn1cc(C(=O)NCCCOC)c(=O)c2cc(S(=O)(=O)N3CCC(C)CC3)ccc21,-4,9,3
O=C(/C=N/O)NCCCN1CCOCC1,1,1,-3
COc1cc2nc(C3CC3)n(NC(=O)c3ccc(Cl)cc3)c(=O)c2cc1OC,-11,4,-1
O=C(CCCC1=NS(=O)(=O)c2ccccc2N1)N1CCN(c2ccc(Cl)cc2)CC1,-2,3,12
O=C(c1ccc(Cl)cc1)N1CCCCC(Sc2nnc(-c3ccc4c(c3)OCO4)o2)C1=O (centres undefined),7,2,4
Cn1c(C(=O)NCCCN2CCN(c3cccc(Cl)c3)CC2)cc2c(=O)n(C)c3ccccc3c21,7,4,10
COC(=O)c1ccc2c(=O)n(Cc3ccc4c(c3)OCO4)c(SCC(=O)N3CCCC3)nc2c1,28[fluorescence artefact?],-4,-3
CC1CCN(Cc2nc3c(c(=O)n(C)c(=O)n3C)n2CCN2CCOCC2)CC1,-5,-1,-4
CC1(C)CC(=O)NC=C(c2ccccc2)C1,2,1,2
CCn1c(SCC(=O)NCc2cccs2)nnc1-c1ccco1,-1,5,11
CCOC(=O)c1ccc2c(c1)nc(SC/C(O)=C(\C#N)c1nc3ccccc3[nH]1)n2CC,21[fluorescence artefact?],-11,-1
N#Cc1ccccc1NC1=CC(=O)CCC1,6,11,8
Cc1oc(/N=C/c2ccc(Cl)cc2Cl)c(C#N)c1C,-2,4,9
O=C(CCn1c(=S)oc2ccccc21)Nc1ccc2c(c1)OCCO2,-2,-2,6
Cc1cccc(OCC(O)CN2CCN(C3CCCCC3)CC2)c1 (centres undefined),-3,-2,-1
COc1ccc(NC(=O)c2ccc(-n3nc(C)c[n+]3[O-])cc2)cc1,-7,5,-6
O=C(COC(=O)c1ccccn1)Nc1ncc(C(F)(F)F)cc1Cl,14,3,3
O=C1CC(=O)CC(c2ccco2)C1,13,0,-3
COc1ccccc1NC(=O)N(CCCN1CCOCC1)Cc1cc2cc3c(cc2[nH]c1=O)OCO3,9,6,11
CCOC(=O)c1ccc(NC(=O)CSc2nc3c(c(=O)n2C)SC(C)C3)cc1 (centres undefined),0,1,2
O=C(CSc1ccc2nnc(-c3ccncc3)n2n1)N1CCc2ccccc21,-3,0,-7
CCC/C(=C1/C(=O)CC(C)(C)C(C(=O)OC)C1=O)N1CCCC1 (centres undefined),14[fluorescence artefact?],-14,-2
COC(=O)c1cc2c(=O)n3ccccc3nc2n(C)c1=N,18[fluorescence artefact?],-14,-5
CCn1ccc(C(=O)Nc2ccc(Cl)cn2)n1,4,2[fluorescence artefact?],8
CCC(=O)c1cn(CC(=O)NCC2CCCO2)c2ccccc12 (centres undefined),-7[fluorescence artefact?],9,5
CC1CN(c2oc(-c3ccco3)nc2S(=O)(=O)c2ccccc2)CC(C)O1 (centres undefined),-1,-1,-7

The list is partial (hit frequency here may not be typical).
